Assay outcomes from PubChem.
Apoferritin bind – binds horse apoferritin like a general anesthetic; AID 485281; P02791; actives 0.074% (n = 350,000); apoferritin/1-aminoanthracene competitive binding, fluorescence; Potency, µM (titrated, usually from 77.5 µM), inactives show at the highest dose activity change, negative = displacement, hits mostly inhibitors; further: potency means the concentration at half of the fitted maximal effect; on the % scale 0 is the no-effect control and ±100 the full control effect; nearly all actives have a fitted effect of over 20% in size
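Concentration-response curves derived by four-parameter Hill fitting of normalized fluorescence, where compounds displaced 1-AMA from 10 uM horse apoferritin following a brief 10 min room-temperature incubation; propofol titration acted as positive control.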
LDHA inh – blocks human lactate dehydrogenase A | purified LDHA, NADH/diaphorase-resazurin fluorescence; hits give low values | P00338 | AID 1347041 | actives 0.15% (n = 480,000) | activity change, % (values are at about 110 or 230 µM); in the data active means activity change below about -30%; inconclusive means mostly about -25% to -30%;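 further: plate controls were DMSO wells for no effect and wells without enzyme for full effect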
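Remaining NADH was detected by diaphorase (0.133 mg/mL) converting 37 µM resazurin to fluorescent resorufin, read at 0 and 20 minutes. The preceding 5-minute room-temperature reaction used 2 nM LDHA, 0.2 mM sodium pyruvate and 0.06 mM NADH at pH 7.4.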
ALOX12 inh – blocks human arachidonate 12S-lipoxygenase. AID 1671190. actives 1.1% (n = 580,000). Potency, µM (top dose mostly 108 µM), for inactives: at the highest dose activity change, negative = inhibition, usual class: inhibitors. purified 12hLO, xylenol orange hydroperoxide absorbance. P18054; further: potency means the concentration at half of the fitted maximal effect; on the % scale 0 is the no-effect control and ±100 the full control effect
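Purified human 12hLO (150 nM final) in 25 mM Hepes, 0.01% Triton X-100, pH 7.0 was preincubated 15 min at room temperature with compound. Then 40 uM arachidonic acid was added, 30 min. Hydroperoxide was read by Fe-XO absorbance ratio 573/405 nm.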
POLB inh – blocks human DNA polymerase beta activity | actives 1.3% (n = 340,000) | Pol beta primer extension/strand displacement, fluorescence kinetic | Potency, µM (top dose mostly 114 µM), inactives show at the highest dose activity change, negative = inhibition, hits mostly inhibitors | P06746; further: potency means the concentration at half of the fitted maximal effect; on the % scale 0 is the no-effect control and ±100 the full control effect
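Human Pol beta at 10 nM; strand-displacement substrate 50 nM final. Compound exposure 15 min at room temperature before start, reaction 10 min at room temperature.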
POLK inh – inhibitors of human DNA polymerase kappa; actives 0.53% (n = 400,000); AID 588579; Potency, µM (top dose mostly 107 µM), without a hit: at the top dose activity, negative = inhibition, hits mostly inhibitors; purified Pol kappa, fluorescent DNA synthesis assay, 10 min; further: potency means the concentration at half of the fitted maximal effect; on the % scale 0 is the no-effect control and ±100 the full control effect
Target sequence (Q9UBT6 whole entry, looked up): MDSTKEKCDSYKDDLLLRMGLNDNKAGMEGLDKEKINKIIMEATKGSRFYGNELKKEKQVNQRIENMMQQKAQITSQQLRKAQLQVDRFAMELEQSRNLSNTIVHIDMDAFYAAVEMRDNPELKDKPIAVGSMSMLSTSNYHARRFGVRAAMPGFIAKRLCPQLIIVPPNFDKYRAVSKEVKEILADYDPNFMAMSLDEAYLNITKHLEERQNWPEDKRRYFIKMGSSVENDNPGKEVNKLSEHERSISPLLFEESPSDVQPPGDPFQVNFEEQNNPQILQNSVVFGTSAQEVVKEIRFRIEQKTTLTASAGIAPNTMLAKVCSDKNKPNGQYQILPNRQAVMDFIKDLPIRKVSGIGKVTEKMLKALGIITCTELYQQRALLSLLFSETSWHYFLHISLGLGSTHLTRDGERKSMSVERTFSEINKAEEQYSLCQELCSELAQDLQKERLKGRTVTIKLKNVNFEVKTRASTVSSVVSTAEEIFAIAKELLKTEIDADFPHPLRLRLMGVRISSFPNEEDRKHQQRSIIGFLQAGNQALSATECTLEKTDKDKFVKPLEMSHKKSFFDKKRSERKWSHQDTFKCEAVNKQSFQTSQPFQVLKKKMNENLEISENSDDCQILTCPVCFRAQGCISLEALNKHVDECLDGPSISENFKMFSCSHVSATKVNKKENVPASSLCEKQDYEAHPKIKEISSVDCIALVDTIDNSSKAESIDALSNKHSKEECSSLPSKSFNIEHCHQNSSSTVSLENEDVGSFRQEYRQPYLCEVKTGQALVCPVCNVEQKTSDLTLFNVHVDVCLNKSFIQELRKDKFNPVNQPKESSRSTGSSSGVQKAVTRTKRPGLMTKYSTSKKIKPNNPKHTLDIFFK
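Here, compound and 10 nM enzyme are combined for 15 min at room temperature; adding 50 nM substrate (final) starts DNA synthesis, tracked by fluorescence at 0 and 10 min against buffer-only wells.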
Pol eta inh – DNA polymerase eta (human) inhibition | Q9Y253 | recombinant Pol eta, fluorescent DNA replication assay | Potency, µM (top dose mostly 114 µM), without a hit: at the highest dose activity change, negative = inhibition, usual class: inhibitors | actives 1.2% (n = 390,000) | AID 588591; further: potency means the concentration at half of the fitted maximal effect; on the % scale 0 is the no-effect control and ±100 the full control effect
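Pol eta (10 nM) was preincubated with compounds for 15 min at room temperature, after which fluorescent replication substrate (50 nM final) was added to start the reaction. Fluorescence was read kinetically at 0 and 10 min.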
RGS4 inhibitor – blocks human RGS4-accelerated GTP hydrolysis | Potency, µM (top dose mostly 114 µM), for the others: at the top dose activity change, negative = inhibition, most hits filed as inhibitors | Transcreener GDP fluorescence polarization, RGS4-accelerated GTP hydrolysis | AID 504845 | P49798 | actives 0.039% (n = 390,000); further: potency means the concentration at half of the fitted maximal effect; on the % scale 0 is the no-effect control and ±100 the full control effect; nearly all actives have a fitted effect of over 75% in size; some results filed as inactive show a strong effect at the top dose
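MLSMR compounds (23 nl, pin-transferred) preincubated 10 min at room temperature with a 500nM (2x) first reagent, then RGS4 at 900nM (2x) plus Transcreener GDP mix added; fluorescence polarization (620/688 nm) read before and after 90 min at 30 °C.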
APE1 inh – APE1 (human) endonuclease inhibition. P27695. recombinant APE1, TAMRA/BHQ-2 abasic DNA cleavage fluorescence. Potency, µM (top dose mostly 65.8 µM), for the others: at the top dose activity change, negative = inhibition, usual class: inhibitors. actives 0.35% (n = 350,000). AID 2517;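 further: potency means the concentration at half of the fitted maximal effect; plate controls were vehicle for no effect and reference inhibitor for full effect; nearly all actives have a fitted effect of over 55% in size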
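Endonuclease cleavage of a quenched abasic-site DNA duplex (50 nM) by APE1 (0.75 nM) was tracked by TAMRA dequenching. Compounds were preincubated with enzyme 15 min at room temperature; data normalized to buffer-only and DMSO wells plus NSC13755 control.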
ERG Ets-DNA blk – ERG Ets/DNA interaction inhibition; P11308; fluorescence polarization, His-ERG Ets domain / labelled DNA; Potency, µM (series often up to 76.9 µM), for inactives: at the top dose FP activity, negative = inhibition, most hits filed as inhibitors; actives 0.028% (n = 370,000); active means well fitted inhibition curve with a large enough effect in the polarisation, with a control signal flat; inconclusive means small, poorly fitted or top-dose-only effect, or effect the other way, or a change in a side signal; inactive means no such curve, though single readings can be large or run the other way; the % refers to the polarisation;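 further: polarization taken with two DNA probes labelled with fluorescein and Texas red; potency means the concentration at half of the fitted maximal effect; % of control where 0% means no effect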
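His-tagged ERG Ets domain (1 uM in the protein solution; 300mM KCl, 50mM Tris-HCl, 1mM EDTA, 1mM DTT, pH 7.5) received compound, then a probe mix of 5 nM fluorescein-DNA and 100nM Texas-615-DNA. Fluorescence polarization was read for both dyes.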
* hit, by the source's call; ? = inconclusive; · = no result given; [ ] = remark or other dose. Unless noted, the call rests on the fitted dose curve; in most records, active means well fitted curve in the direction sought with a large enough effect; inconclusive means small, poorly fitted or top-dose-only effect, or another doubt; inactive means no such curve, though single readings can be large; an effect the other way counts as inactive or inconclusive.

SMILES | Apoferritin bind | LDHA inh | ALOX12 inh | POLB inh | POLK inh | Pol eta inh | RGS4 inhibitor | APE1 inh | ERG Ets-DNA blk
CC(C)CNC(=O)c1cccc(NC(=O)c2ccccc2-c2ccccc2C(=O)O)c1 | -1% | -3 | -10% | 14% | 4% | -19% | 23% | -4% | -10%
Clc1cccc(Cl)c1CSc1nnc2ccccn12 | -1% | -2 | -9% | 1% | -3% | -10% | -1% | 2% | -10%
COC(=O)CN1C(=O)N/C(=C/c2ccc(OC)c(C)c2OC)C1=O | -9% | -5 | 3% | -13% | -16% | -15% | -4% | 8% | ?
Cc1cc(NS(=O)(=O)c2ccc(NC(=O)c3ccc([N+](=O)[O-])s3)cc2)nc(C)n1 | · | -6 | 2% | · | -18% | ? | -35% | 3% | 3%
CCOC(=O)c1cc(-c2ccccc2)n(CCC(=O)Nc2cc(C)cc(C)c2)c1C | 53%[activator] | 1 | -10% | -20% | -18%[60.1 µM] | 12% | -12% | · | 2%
Cc1nc2c(c(C)c1CCC(=O)NCc1ccc(F)cc1)c(=O)n(C)c(=O)n2C | 3% | -6 | -22% | 5% | -16% | -15% | 6% | · | -2%
O=C(CN1CCC(Cc2ccccc2)CC1)NC(=O)NCc1ccccc1 | 3% | -1 | 0% | 19% | -4% | -2% | -9% | 6% | -7%
CCN(C(=O)CN(C)S(=O)(=O)c1ccc2c(c1)c(=O)n(C)c(=O)n2C)c1ccc(OC)cc1 | -16% | 2 | -23% | 6% | 0% | -3% | 1% | · | 5%
COc1ccccc1N1CCN(C(=O)c2cc3c(-c4ccc(Cl)cc4)nn(C)c3s2)CC1 | -7% | -2 | -25% | 34% | -9% | -23% | -25% | 15% | 21%
COc1cccc(NC(=O)C2CCN(S(=O)(=O)c3ccc4c(c3)C(C)(C)C(=O)N4C)CC2)c1 | -10% | -6 | -33% | 6% | -6% | -22% | 14% | 2% | -2%
Cc1ccc(/C=N/NC(=O)c2nnn(-c3nonc3N)c2CSc2ccccc2)s1 | 0% | -5 | 11% | ? | -19% | 2% | 14% | 6% | -2%
Cc1ccc(NC(=O)c2cc(=O)[nH]c3ccc(S(=O)(=O)N4CCOCC4)cc23)cc1 | · | -5 | 173%[activator] | · | -17% | -1% | 13% | 35% | 8%
COc1ccc(N2CC(NC(=O)C3CCCC3)CC2=O)cc1 (centres undefined) | -22% | 2 | 1% | 0% | -10%[60.1 µM] | 22% | 7% | · | 1%
CNc1nc(-c2ccccc2)nc(-c2ccccc2)c1C#N | -7% | 0 | 144% | 53% | 4% | -8% | -11% | 17% | 3%
Nc1ccc(OCCCc2c(N)nc(N)nc2N)cc1 | -3% | 2 | 7% | 7% | 16% | -13% | -27% | -5% | 4%
Cc1ccccc1OCC(=O)Nc1ccc2nc(SCC(=O)N3CCOCC3)sc2c1 | 1% | -2 | -22% | 1% | -3% | -6% | -29% | · | -3%
O=C(Nc1ncn[nH]1)c1ccc([N+](=O)[O-])cc1[N+](=O)[O-] | -2% | 17 | -24% | 0% | -6% | -3% | 23% | 0% | -1%
Cc1ccc(-n2ncc3c(SCc4ccccc4)ncnc32)cc1 | -3% | -5 | -8% | ? | -10% | -13% | 6% | 9% | -6%
O=[N+]([O-])c1ccc(N2CCN(C(=S)c3cccc([N+](=O)[O-])c3)CC2)cc1 | -4% | -11 | 0% | 14% | -17% | -3% | ? | 4% | -4%
Cc1cccc(NC(c2cccc(F)c2)c2ccc3ccc(C)nc3c2O)n1 (centres undefined) | -9% | 9 | 25µM* | -16% | 2%[60.1 µM] | -4% | -8% | · | -6%
CCn1c(SCC(=O)Nc2cc(NC(C)=O)ccc2OC)nnc1-c1cccnc1 | 0% | 3 | -8% | 3% | -4% | -10% | 23% | 14% | 7%
COc1cc(OC)c(OC)cc1/C=N/NC(=S)NCC1CCCO1 (centres undefined) | -5% | -2 | -15% | ? | -1% | -2% | -15% | 2% | 1%

In the list so far, five have an aryl thioether with sulfur outside any ring.
SMILES | Apoferritin bind | LDHA inh | ALOX12 inh | POLB inh | POLK inh | Pol eta inh | RGS4 inhibitor | APE1 inh | ERG Ets-DNA blk
Clc1cccc(Cl)c1CSc1nnc2ccccn12 | -1% | -2 | -9% | 1% | -3% | -10% | -1% | 2% | -10%
Cc1ccc(/C=N/NC(=O)c2nnn(-c3nonc3N)c2CSc2ccccc2)s1 | 0% | -5 | 11% | ? | -19% | 2% | 14% | 6% | -2%
Cc1ccccc1OCC(=O)Nc1ccc2nc(SCC(=O)N3CCOCC3)sc2c1 | 1% | -2 | -22% | 1% | -3% | -6% | -29% | · | -3%
Cc1ccc(-n2ncc3c(SCc4ccccc4)ncnc32)cc1 | -3% | -5 | -8% | ? | -10% | -13% | 6% | 9% | -6%
CCn1c(SCC(=O)Nc2cc(NC(C)=O)ccc2OC)nnc1-c1cccnc1 | 0% | 3 | -8% | 3% | -4% | -10% | 23% | 14% | 7%

The list is partial; the hit share may differ from the screen's.
